Screening results (PubChem BioAssay)
B2AR arrestin: beta2AR (human) beta-arrestin recruitment activity; Potency, µM (highest dose often 46.1 µM), for the others: top-dose activation, actives largely listed as activators; 330,000 tested, 0.02% active; beta-arrestin recruitment to beta2AR, cell-based reporter; AID 492947;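 also: potency is read from the fitted curve at half-maximal effect; 0% = DMSO controls and full agonism = EC100 isoproterenol or metaproterenol; nearly all actives have a fitted effect of over 65% in size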
TCR act: activators of T cell receptors; primary human leukocytes, anti-CD3, IL-2 HTRF, 48 h; Potency, µM (titrated, usually from 9.22 µM), inactives show at the highest dose activation of IL-2 secretion, hits mostly activators; 330,000 tested, under 10 active; AID 504894; also: % of control where 0% means no effect
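IL-2 release read by HTRF sandwich (Eu cryptate donor, d2 acceptor, 665 nm emission) after 48 hr exposure of primary human leukocytes to compound together with anti-CD3 beads in the absence of co-stimulatory signals.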
A-T KAP1 phos: potential ataxia-telangiectasia treatment. 320,000 tested, 0.19% active. Potency, µM (doses to about 57.5 µM), for inactives: at the top dose activation, hits mostly activators. […] A-T fibroblasts, KAP-1 phosphorylation AlphaLISA; neocarzinostatin DNA damage 30 min before lysis. AID 485349; also: potency is read from the fitted curve at half-maximal effect; % of control where 0% means no effect; nearly all actives have a fitted effect of over 45% in size
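hTERT-immortalized A-T patient fibroblasts ([…]), 500 cells/well in OPTI-MEM, 1% FBS, got compounds for 60 min, then NCS for 30 min at 37C. Lysates were then assayed for phospho-KAP-1 by AlphaLISA (anti-pKAP1 donor, anti-KAP1 acceptor beads), 6 hr at 25C.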
TSG101-PTAP inh: blocks PTAP/TSG101 interaction to inhibit HIV-1 budding; Q99816; Fluorescence polarization, FITC-PTAP peptide / Tsg101 binding; Potency, µM (series often up to 115 µM), for the others: at the top dose activity change, negative = inhibition, most hits filed as inhibitors; 340,000 tested, under 10 active; AID 493005; active = well fitted inhibition curve with a large enough effect in the main read-out, with a control signal flat, not every such curve was filed as active; inconclusive = small, poorly fitted or top-dose-only effect, or effect the other way, or a change in a side signal; inactive = no such curve, though single readings can be large or run the other way; also: potency is read from the fitted curve at half-maximal effect; % of control where 0% means no effect
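Fluorescence anisotropy tracks displacement of a FITC-tagged PTAP peptide (50 nM) from the Tsg101 binding domain (10 uM), following a 20 min room-temperature incubation at pH 7.5.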
ELG1 repair inh: ELG1-dependent DNA repair inhibition; HEK293T ELG1-luciferase reporter, luminescence, 16 h; DNA damage induced by 5-fluorouridine; Potency, µM (top dose mostly 46.1 µM), for inactives: top-dose activity change, negative = inhibition, actives largely listed as inhibitors; 330,000 tested, 2.3% active; AID 504467; also: potency is read from the fitted curve at half-maximal effect; % is scaled to controls: 0 for no effect and ±100 for the full control effect; nearly all actives have a fitted effect of over 55% in size
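Overnight (16 hr) co-exposure of 2,000 cells/well to 5-fluorouridine and compound at 37 °C preceded detection. Luciferase was quantified via ONE-Glo luminescence; loss of signal denotes inhibition.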
MLL CXXC-DNA inh: inhibitors of human MLL CXXC domain-DNA interaction; Q03164; MLL-CXXC / FITC-HOXA9 DNA fluorescence polarization; Potency, µM (titrated, usually from 115 µM), for the others: at the top dose activity change, negative = inhibition, usual class: inhibitors; 290,000 tested, 0.037% active; active = well fitted inhibition curve with a large enough effect in the polarisation, with a control signal flat, not every such curve was filed as active; inconclusive = small, poorly fitted or top-dose-only effect, or effect the other way, or a change in a side signal; inactive = no such curve, though single readings can be large or run the other way; the % refers to the polarisation; also: potency is read from the fitted curve at half-maximal effect
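Purified MLL-CXXC (added from a 7 uM solution) was preincubated 5 min at ambient with pinned compounds in 50 mM Tris-HCl pH 7.5, 50 mM NaCl, 1 mM DTT, 0.05% BSA. Fluorescein-labeled HOX-A9 DNA (50 nM solution) followed, 30 min, then polarization read.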
BRCA1 expr up: increases BRCA1 expression. MCF7-BRCA1-FFLuc reporter, luminescence, 48 h; response scale: scaled: vehicle 0%, 10 µM genistein 100%. Potency, µM (highest dose often 46.1 µM), for inactives: at the top dose activation, most hits filed as activators. 380,000 tested, 1.1% active; also: potency is read from the fitted curve at half-maximal effect; nearly all actives have a fitted effect of over 80% in size; some results filed as inactive show a strong effect at the top dose
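MCF7-BRCA1-FFLuc, 2000 cells/well; 2 h attach, 37 °C/5% CO2; compound 48 h; luciferase substrate 15 min; luminescence end-point. Norm. to genistein 10 microM max activation and DMSO; concentration-response curves fitted.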
p53 reactivation: restores transcriptional activity of mutant p53. H1299 p53-A138V BP100-luciferase reporter, luminescence, 24 h. Potency, µM (series often up to 92.2 µM), without a hit: at the top dose activity change, positive = activation, hits mostly activators. 320,000 tested, 0.063% active. AID 504706; also: potency is read from the fitted curve at half-maximal effect; % of control where 0% means no effect; nearly all actives have a fitted effect of over 45% in size
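p53-null H1299 cells stably carrying temperature-sensitive p53-A138V and a BP100-luciferase reporter were pinned with compounds (4-point, 1:5 series) and held 24 hrs at 37 deg C. Luminescence was read 10 min after detection reagent.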
TRPV1 ag: agonists of human vanilloid receptor 1 (TRPV1); TRPV1-expressing cells, Fluo-8 calcium influx, agonist mode; activation, % at 8.33 µM; 320,000 tested, 0.19% active; AID 540275; in the data active = activation above about 80%; inconclusive = between about 30% and that limit; also: 0% is about no effect
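TRPV1-expressing cells were cultured overnight at 35.5C and loaded with Fluo-8 calcium dye for 40 to 90 min at room temperature. After a 10 s baseline, compound was added and calcium influx was read kinetically for 3 min (ex 480/em 520 nm).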
a7 integrin act: activates integrin-mediated alleviation for muscular dystrophy | alpha7betagal myoblasts, beta-gal FDG fluorescence, 48 h | Potency, µM (titrated, usually from 38.3 µM), for inactives: at the highest dose activation, actives largely listed as activators | 350,000 tested, 0.064% active;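 also: potency is read from the fitted curve at half-maximal effect; 100% = response of the positive control SU9516; nearly all actives have a fitted effect of over 60% in size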
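Alpha7betagal+/- myoblasts (passage 13) were plated 16-24 hr, then exposed to compounds (1:260 dilution of DMSO stock) for 48 hours at 37C. After MPER lysis, β-galactosidase reporter activity was read as FDG fluorescence (ex 480/em 540) after 30 minutes.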
* marks the source's active call; other numbers are inactive results; u = inconclusive; x = no result given; [ ] = another dose, or the depositor's remark. Unless noted, calls follow the shape of the dose curve; as a rule, active = well fitted curve in the direction sought with a large enough effect; inconclusive = small, poorly fitted or top-dose-only effect, or another doubt; inactive = no such curve, though single readings can be large; an effect the other way counts as inactive or inconclusive. Hits appear at their usual frequency (roughly 3.8% active in at least one column).

SMILES | B2AR arrestin | TCR act | A-T KAP1 phos | TSG101-PTAP inh | ELG1 repair inh | MLL CXXC-DNA inh | BRCA1 expr up | p53 reactivation | TRPV1 ag | a7 integrin act
Clc1ccc(Cn2cc(/C=N/n3cnnc3)c3ccccc32)c(Cl)c1 | -1.0% | 7.9% | -5.2% | -1.1% | u | 1.2% | -46.6% | -11.2% | 0.2 | -3.9%
COCc1cccc(NC(=O)CCc2ccccc2)c1 | -0.1% | -4.4% | -2.2% | -2.8% | u | -1.2% | 50.9% | 12.5% | u | -8.8%
CCNc1ccc(S(=O)(=O)N2CCCCC2)cn1 | -0.1% | -5.4% | -1.3% | -5.2% | 2.7% | x | -2.3% | -3.9% | 3.9 | 0.1%
CCOc1ccc(C(=O)Nc2ccc3[nH]ncc3c2)cc1 | -1.0% | x | 8.9% | 0.2% | u | -12.5% | 84.6% | 5.5% | u | u
O=S(=O)(/N=C(\c1ccc(Cl)cc1)N1CCOCC1)c1ccccc1 | -2.2% | 6.0%[46.1 µM] | 1.0% | -6.9% | -1.2% | 12.2% | -0.8% | -5.7% | 2.3 | 21.0%
N=c1oc2ccccc2cc1C(=O)Nc1cccc(F)c1 | -0.2% | 0.6% | 5.5% | -1.2% | u | -9.9% | 103.0% | u | -2.3 | 4.9%
CC[n+]1c(/C=C/c2ccc(N(C)C)cc2)ccc2ccccc21 | 5.4% | 0.4% | -21.4% | -2.6% | 11.7% | u | -64.5% | 25.6% | 0.2 | u
Cc1cnc(C(=O)OCC(=O)Nc2cccc(Cl)c2)cn1 | 0.4% | -0.5% | -3.0% | -11.1% | 12.2% | -0.5% | -8.6% | 0.9% | 0.3 | 6.7%
CC(C)C(=O)OC/C(O)=C(\C#N)c1nc2ccccc2[nH]1 | -0.1% | 0.7% | 1.1% | -1.2% | -9.2% | 2.7% | -13.9% | -0.5% | 0.1 | 27.1%
CCCCNC(=O)C1CC(=O)N(CCC(C)C)C1 (stereo not given) | -0.2% | 5.8% | 1.0% | 2.2% | 5.8% | 13.8% | 5.0% | -9.4% | -6.4 | -15.2%
C=CC[C@@H](CC(=O)N(CCO)Cc1ccccc1)C(=O)NC[C@H](OC(=O)[C@@H](CC=C)Cc1ccc(F)cc1)c1ccccc1 | -0.2% | -2.3% | 6.1% | -8.4% | 5.8µM* | x | -67.7% | -14.1% | x | -15.0%
COc1cc(OC)cc(C(=O)N[C@H](C(=O)Nc2ccccc2N2CCOCC2)C(C)C)c1 | 0.2% | x | 0.9% | -3.6% | u | 7.8% | -14.0% | -2.1% | 27.0 | -8.2%
Cc1cc(C(=O)Nc2ccccc2)c2ccccc2n1 | 0.1% | -3.9% | 2.8% | 4.5% | 0.0% | -9.1% | -25.0% | -68.5%[inhibitor] | 4.7 | -28.7%
CN(C)C(=O)COc1ccc2c(-c3ccccc3)cc(=O)oc2c1 | 0.4% | x | -7.8% | -7.9% | 7.0% | 19.3% | 53.6% | x | -0.8 | 0.0%
Nn1cnn(Cc2ccccc2)c1=S | -0.5% | -10.9% | 3.8% | 0.0% | 3.7% | -0.8% | 22.5% | 3.6% | 1.4 | 15.2%
Cc1nccn1CC(=O)N/N=C/c1cccc(O)c1 | -0.5% | -6.5%[46.1 µM] | 0.7% | -0.4% | 6.7% | 4.0% | 0.0% | 26.0% | -1.9 | 26.2%
COc1ccccc1N1CCN(CC(=O)c2c(C)[nH]c3cc(C)ccc23)CC1 | -0.1% | -12.8% | -1.2% | 0.4% | u | -1.3% | -34.6% | -4.7% | 12.0 | -1.3%
CSc1ccc(CNc2ccc(C)cc2)cc1 | 0.1% | 0.3% | 1.0% | -7.4% | u | 10.0% | 90.4% | u | 15.0 | 16.3%
CCN1C(=O)[C@H]2[C@@H](c3ccc(-c4ccc(Cl)c(Cl)c4)c(OC)c3)N[C@@](C)(C(=O)OC)[C@H]2C1=O | 0.2% | -8.9% | 10.3% | 2.3% | -26.6% | x | -11.9% | -0.9% | -3.1 | 7.3%
CCOc1ccc(C2C(C(=O)c3ccc(C)o3)=C(O)C(=O)N2Cc2cccnc2)cc1 (stereo not given) | 0.1% | -18.4% | x | 0.0% | 10.0% | 50.5%[activator] | 0.0% | 0.8% | 0.3 | 13.6%
C1=CC2CC1CC2CNCc1ccco1 (stereo not given) | -0.2% | -1.8% | -1.6% | -1.4% | 4.0% | -0.1% | 1.3% | -0.4% | -1.0 | 5.4%
CCCn1c(CN2CCN(C(=O)OCC)CC2)nc2cc(NC(=O)CC)ccc21 | 0.4% | -7.6% | -2.6% | 0.2% | u | 7.2% | -64.7% | -0.8% | 2.2 | 26.0%
Cc1ccc(NC(=O)N2CCCCCC2)cc1C | -0.2% | 2.0% | 3.3% | -3.9% | u | 0.4% | u | 12.4% | u | u
O=C1COc2ccc(S(=O)(=O)N3CCCCCC3)cc2N1 | 0.0% | 0.5% | 12.4% | -4.6% | 12.4% | 4.4% | -4.1% | 0.5% | 6.8 | -13.2%
CC(=O)NS(=O)(=O)c1ccc2c(c1)Cc1cc(S(=O)(=O)NC(C)=O)ccc1-2 | 0.1% | x | 7.5% | -4.6% | -4.6% | 3.2% | -6.3% | 2.5% | -2.5 | -4.4%
Nc1c(C(=O)NCc2ccco2)nnn1-c1ccccc1 | -0.4% | -7.6% | -2.3% | -4.4% | u | -3.0% | 12.6µM* | 4.5% | x | -6.3%
O=C(O)C(C(=O)/C=C/c1ccco1)=C1SCCS1 | 0.0% | -6.7% | 3.6% | -3.7% | 24.7% | -24.1% | 16.6% | 28.2% | 0.2 | -52.0%[inhibitor]
Cc1cc(C)c(C)c(S(=O)(=O)Nc2cccnc2)c1C | x | 4.5% | x | 2.3% | x | x | 8.7% | x | x | 0.0%
Cc1cc(NC(=O)CCC(=O)N(c2cccc(F)c2)C(C(=O)NC2CCCC2)c2ccccc2)no1 (stereo not given) | -0.1% | 3.3% | 1.7% | 2.1% | u | 12.2% | -34.1% | 1.2% | 9.5 | 16.8%
CC(C)(C)c1ccc(/C=C(\C#N)C(=O)NC2CC2)cc1 | x | 1.9% | x | -4.7% | x | x | 15.7% | x | x | -16.8%
CCCC(=O)NC(c1ccc(OC)c(OC)c1)c1c(O)ccc2ccccc12 (stereo not given) | -0.7% | x | -4.1% | x | 2.0% | -6.6% | 0.3% | -1.4% | -1.1 | -6.0%
CCN(CC)S(=O)(=O)c1ccc(/C=C/C(=O)Nc2ccc(Br)cc2F)cc1 | -2.2% | 0.3% | 5.2% | -2.1% | u | -12.2% | -44.9% | 0.5% | -5.8 | -30.9%
CCOc1ccc(C(=O)Nc2cccc(C(=O)O)c2)cc1Cl | 0.3% | 3.7% | -3.8% | -3.9% | u | -11.2% | -64.3%[inhibitor] | -12.2% | -6.3 | u
COc1cc(C=O)ccc1OCCCCOc1ccccc1[N+](=O)[O-] | -0.3% | -2.3%[46.1 µM] | -0.8% | -2.5% | 5.0% | -4.1% | 21.1% | -3.1% | 7.5 | -13.2%
COc1ccccc1NC(=O)COC(=O)COc1ccccc1F | 0.2% | x | 6.2% | 1.4% | 22.8% | x | -13.8% | 1.0% | 5.6 | -11.3%
CCC(=O)NC(=S)Nc1ccccc1C(=O)NC1CCCCC1 | 3.8% | 1.7%[46.1 µM] | 1.5% | -3.0% | -0.2% | -2.8% | -11.1% | -2.4% | 3.8 | 26.5%
O=C(c1ccccc1)c1nn(-c2ccc(Cl)cc2)c(=O)cc1C(F)(F)F | 0.0% | 11.1% | -7.8% | -4.3% | u | 25.5% | -102.4%[inhibitor] | -9.0% | x | -42.4%
C=COCCNC(=S)Nc1ccccc1 | 0.0% | -0.8% | -3.1% | -1.3% | u | -3.0% | -16.9% | 1.5% | -2.9 | -4.0%
O=C(CNC(=S)NC(=O)C1CCCCC1)c1ccccc1 | -0.6% | -2.7%[46.1 µM] | 3.3% | -2.8% | u | -2.5% | 6.31µM* | u | -1.1 | 11.5%
CC(=O)Nc1ccc(NC(=O)CSc2ccc(C(F)(F)F)cc2[N+](=O)[O-])cc1 | 0.1% | 1.1%[46.1 µM] | 5.0% | 0.4% | 28.4% | 12.3% | -1.6% | 3.9% | 4.4 | 4.7%
CCOc1ccc(C(=O)Cn2cnc3ccccc3c2=O)cc1 | -0.8% | -5.0% | -7.3% | -8.3% | u | 0.9% | u | 15.5% | -2.3 | 45.0%
COc1cc(C(=O)Nc2nccs2)cc(OC)c1OC | 0.2% | 2.2% | 4.0% | -2.8% | -1.2% | 9.4% | -28.2% | -0.7% | 2.8 | 28.1%
CCOCC(O)CS(=O)Cc1ccccc1 (stereo not given) | -0.1% | x | 2.4% | x | -1.2% | -1.1% | -3.3% | -1.4% | 6.0 | 0.0%
